GDH-TPI inh: GDH-TPI coupled enzyme inhibition counter-screen | GDH-TPI coupled enzyme counterscreen, NADH absorbance | inhibition, % at 4.8 µM | 360,000 compounds, 1.2% hits; in the data active = inhibition above about 30%;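 also: 0% = DMSO wells and 100% = wells lacking the enzyme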
BoNT-F LC inh: blocks Botulinum neurotoxin F light chain protease; Multiplex microsphere protease cleavage assay, flow cytometry; inhibition, % at 10 µM; 360,000 compounds, 0.22% hits; in the data active = inhibition above about 35%, passing the limit was not always enough; inconclusive = no clear call, values can overlap the other calls; also: plate controls were buffer without enzyme for full effect and enzyme alone for no effect
Mtb BioA inh: inhibitors of Mycobacterium tuberculosis BioA enzyme; purified M. tuberculosis BioA enzyme, plate reader; inhibition, % at 9.99 µM; 360,000 compounds, 0.096% hits; in the data active = inhibition above about 40%; inconclusive = no clear call, values can overlap the other calls
FBA Mtb inh: Mtb fructose-bisphosphate aldolase inhibition | P9WQA3 | purified M. tuberculosis FBA, fluorescence read-out | inhibition, % at 1 µM | 360,000 compounds, 2.3% hits | AID 588726; in the data active = inhibition above about 27%;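 also: 0% = vehicle and 100% = reference inhibitor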
Target sequence (P9WQA3 whole entry, looked up): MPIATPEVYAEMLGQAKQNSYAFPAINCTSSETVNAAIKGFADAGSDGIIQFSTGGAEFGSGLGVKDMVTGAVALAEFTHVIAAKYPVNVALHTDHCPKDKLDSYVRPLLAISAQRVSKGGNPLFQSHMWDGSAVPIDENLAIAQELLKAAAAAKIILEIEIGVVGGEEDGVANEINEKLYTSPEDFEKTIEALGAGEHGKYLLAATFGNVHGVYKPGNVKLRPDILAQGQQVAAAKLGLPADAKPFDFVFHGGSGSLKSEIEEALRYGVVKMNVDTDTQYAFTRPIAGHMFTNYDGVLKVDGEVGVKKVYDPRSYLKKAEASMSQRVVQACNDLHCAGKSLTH
FadD28 FP inh: blocks FadD28 binding to the bisubstrate probe; fluorescence polarization; inhibition, % at 12.5 µM; 360,000 compounds, 0.22% hits; in the data active = inhibition above about 8.5%, passing the limit was not always enough; inconclusive = no clear call, values can overlap the other calls
MazEF act: increases E. coli MazEF RNase cleavage of RNA | activation, % at 20 µM | 350,000 compounds, 0.32% hits | AID 504720 | P0AE70 | FAM/BHQ RNA-DNA oligo cleavage fluorescence, 5 h; in the data active = activation above about 50%
Target sequence (P0AE70 whole entry, looked up): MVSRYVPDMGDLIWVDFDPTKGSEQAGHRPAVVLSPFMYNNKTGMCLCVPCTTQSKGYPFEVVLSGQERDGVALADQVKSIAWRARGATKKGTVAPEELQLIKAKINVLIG
UGM FP inh: inhibitors of M. tuberculosis UDP-galactopyranose mutase. P9WIQ1. purified UGM, fluorescence polarization probe displacement. inhibition, % at 10 µM. 320,000 compounds, 0.06% hits. AID 504406; in the data active = inhibition above about 10%, passing the limit was not always enough; inconclusive = no clear call, values can overlap the other calls
Target sequence (P9WIQ1 whole entry, looked up): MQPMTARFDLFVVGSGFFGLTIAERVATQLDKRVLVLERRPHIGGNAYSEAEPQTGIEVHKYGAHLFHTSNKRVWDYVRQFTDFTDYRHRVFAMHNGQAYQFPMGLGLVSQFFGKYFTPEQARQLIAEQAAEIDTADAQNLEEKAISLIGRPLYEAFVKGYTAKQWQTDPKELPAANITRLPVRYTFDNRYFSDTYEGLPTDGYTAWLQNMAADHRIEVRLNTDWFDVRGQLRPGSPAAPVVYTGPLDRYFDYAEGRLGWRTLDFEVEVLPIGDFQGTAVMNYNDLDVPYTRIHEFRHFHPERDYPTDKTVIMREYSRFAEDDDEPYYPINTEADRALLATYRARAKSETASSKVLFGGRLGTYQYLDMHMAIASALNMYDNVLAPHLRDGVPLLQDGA
Rv3671c protease: Rv3671c (M. tuberculosis) protease inhibition | inhibition, % at 5.96 µM | 320,000 compounds, 0.048% hits; in the data active = inhibition above about 38%;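 also: extracellular domain of Rv3671c used as enzyme; 0% = enzyme with DMSO and 100% = no enzyme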
PrPC surface inh: inhibitors of human cell surface prion protein PrPC; P04156; TR-FRET read-out; inhibition, % at 13.8 µM; 370,000 compounds, 0.43% hits; AID 720596; in the data active = inhibition above about 24%; also: 0% = median of the test wells and 100% = reference compound wells
The depositor's hits bear a star; ? = inconclusive; / = no result given.

SMILES	GDH-TPI inh	BoNT-F LC inh	Mtb BioA inh	FBA Mtb inh	FadD28 FP inh	MazEF act	UGM FP inh	Rv3671c protease	PrPC surface inh
CCCn1c(SCC(=O)Nc2ccc(F)c(Cl)c2)nc(O)cc1=O	-7	4	0.4	4	-2.0	-6	0.3	-4	-4
CCCn1c(SCC(=O)Nc2cc(S(=O)(=O)N3CCOCC3)ccc2Cl)n[nH]c1=O	-5	-1	-0.7	0	-4.0	11	1.7	5	3
Fc1ccc(-c2csc3nnc(SCc4cccnc4)n23)cc1	-3	4	0.3	1	0.6	-3	1.4	-7	1
CC(C)n1nnnc1SCC(=O)N(C)C1CCS(=O)(=O)C1 (stereo unspecified)	2	-14	-3.4	0	1.5	-1	-1.2	-2	7
CC(=O)N(Cc1ccco1)C1(C(=O)NC2CCCC2)CCCCC1	2	-4	-2.2	3	-3.5	7	-1.1	0	-2
O=C(C1CC1(c1ccccc1)c1ccccc1)N1CCOCC1 (stereo unspecified)	6	3	-1.9	-1	-1.7	10	-1.8	-2	1
COc1ccc(CNS(=O)(=O)c2ccc3c(c2)N(C(C)=O)CC(C)S3)cc1 (stereo unspecified)	3	1	0.5	2	-2.7	1	-2.4	-7	12
COc1cccc(/C=N/NC(=O)c2c(C)nc3ccc(Br)cn23)c1	13	-2	-0.4	2	-1.5	11	1.5	3	2
CN(c1ccccc1)S(=O)(=O)c1ccc(C(=O)N2CCCC(C(F)(F)F)C2)cc1 (stereo unspecified)	11	-12	1.0	0	-0.7	-7	-2.9	8	-2
Cc1cc(NC(=O)CN2CCc3ccccc3C2)nc2c1c(=O)oc1ccccc12	6	4	-2.5	4	-1.3	-30	1.2	-14	-1
CC(C)c1nnc(NC(=O)CSc2nc3ccccc3s2)s1	3	5	-1.8	0	-1.8	0	-1.0	-2	3
COCCNC(=O)c1c(N)n(CCC2=CCCCC2)c2nc3ccccc3nc12	13	-22	-5.2	54*	-4.2	-97	1.2	-20	-7
Cc1ccc(C(=O)Nc2ccc(N3CCOCC3)cc2)cc1S(=O)(=O)N1CCCCC1	4	-2	0.0	2	0.1	11	0.1	-5	13
Cc1ccc(N2C(=O)CC(c3c[nH]c4ccccc34)C2=O)cc1 (stereo unspecified)	5	-3	/	-2	-1.0	0	3.3	3	-4
CCOC(=O)c1c(NC(=O)CSc2nnc(C)c(=O)[nH]2)sc(C)c1-c1ccc(C)cc1	4	-5	/	-1	-4.2	-31	1.9	-17	5
O=C(NCc1cccnc1)c1cc(-c2cccs2)on1	5	0	-0.8	1	-0.5	5	1.4	-5	-6
CCS(=O)(=O)c1ccc2c(c1)N(S(C)(=O)=O)CC(C(=O)NN)O2 (stereo unspecified)	2	-3	/	0	0.2	-3	2.5	1	-4
Cc1ccc(N(CC(=O)NN=C2CCN(C)CC2)S(=O)(=O)c2ccc(C)cc2)cc1	-4	0	-1.2	-3	-4.9	9	-1.0	-11	-2
COc1cccc(N=c2oc3ccccc3cc2-c2nc3ccccc3[nH]2)c1	25	54*	/	4	-1.2	3	4.2	-11	-28
CCCCN1C(=O)C(C(=O)OCc2ccccc2)CC2=C1CCCC2=O (stereo unspecified)	12	-4	2.3	1	0.3	2	/	/	5
CCc1ccc(N2CC(C(=O)NNC(=O)c3ccc(F)cc3)CC2=O)cc1 (stereo unspecified)	6	4	0.5	3	-1.9	1	-0.7	-1	-3
CCc1cccc(C)c1NC(=O)CCCSc1nc2ccccc2s1	4	3	-1.5	-1	-0.4	-2	0.0	-3	9
O=C(Cc1ccccc1)NC(NCCCN1CCOCC1)(C(F)(F)F)C(F)(F)F	8	-1	1.0	-1	-2.0	4	-2.9	6	-5
COc1c(OC)c(O)c2c(=O)c(O)c(-c3ccccc3)oc2c1OC	11	-4	-1.5	-2	0.3	2	-2.3	3	-10
O=C(C1CCCCC1)N1CCC(c2nc3ccccc3[nH]2)CC1	14	-1	/	2	-2.4	5	1.5	1	4

Part of the list above, set out differently:
| structure | GDH-TPI inh | BoNT-F LC inh | Mtb BioA inh | FBA Mtb inh | FadD28 FP inh | MazEF act | UGM FP inh | Rv3671c protease | PrPC surface inh |
| --- | --- | --- | --- | --- | --- | --- | --- | --- | --- |
| O=C(Cc1ccccc1)NC(NCCCN1CCOCC1)(C(F)(F)F)C(F)(F)F | 8 | -1 | 1.0 | -1 | -2.0 | 4 | -2.9 | 6 | -5 |
| COc1c(OC)c(O)c2c(=O)c(O)c(-c3ccccc3)oc2c1OC | 11 | -4 | -1.5 | -2 | 0.3 | 2 | -2.3 | 3 | -10 |
| O=C(C1CCCCC1)N1CCC(c2nc3ccccc3[nH]2)CC1 | 14 | -1 | / | 2 | -2.4 | 5 | 1.5 | 1 | 4 |

Taken from above.
CCCCN1C(=O)C(C(=O)OCc2ccccc2)CC2=C1CCCC2=O (stereo unspecified) @ MazEF act = 2
O=C(Cc1ccccc1)NC(NCCCN1CCOCC1)(C(F)(F)F)C(F)(F)F @ Rv3671c protease = 6
CCS(=O)(=O)c1ccc2c(c1)N(S(C)(=O)=O)CC(C(=O)NN)O2 (stereo unspecified) @ FBA Mtb inh = 0
CCCn1c(SCC(=O)Nc2cc(S(=O)(=O)N3CCOCC3)ccc2Cl)n[nH]c1=O @ MazEF act = 11
CCCn1c(SCC(=O)Nc2ccc(F)c(Cl)c2)nc(O)cc1=O @ Rv3671c protease = -4
CC(C)c1nnc(NC(=O)CSc2nc3ccccc3s2)s1 @ UGM FP inh = -1.0

(next part)
SMILES	GDH-TPI inh	BoNT-F LC inh	Mtb BioA inh	FBA Mtb inh	FadD28 FP inh	MazEF act	UGM FP inh	Rv3671c protease	PrPC surface inh
CCC1=NN(C(=O)CCc2ccccc2O)C(O)(C(F)(F)F)C1 (stereo unspecified)	15	0	-0.4	-2	0.4	6	0.3	-12	-2
Cn1c2ccccc2c2n[nH]c(=S)nc21	-1	?	0.0	-2	-1.9	14	1.1	7	-18
CC(C)c1ccccc1N1CC(C(=O)O)CC1=O (stereo unspecified)	6	1	-1.9	1	-0.2	7	-2.2	11	1
CCS(=O)(=O)c1ccc(Sc2nncn2C)c([N+](=O)[O-])c1	2	-2	/	16	-3.5	10	1.3	2	-16
CC(OC(=O)C1CCN(S(=O)(=O)c2ccc(F)cc2)CC1)C(=O)NC1CCCCC1C (stereo unspecified)	2	-8	/	0	-1.2	-3	-2.8	-5	-2
Cc1cc(C)c(S(=O)(=O)NCC2CCC(C(=O)NCCCN3CCOCC3)CC2)c(C)c1 (stereo unspecified)	-6	1	-1.1	-3	-2.2	-10	/	/	-5
CC(OC(=O)c1cccc(S(=O)(=O)N2CCOCC2)c1)C(=O)NCC1CCCCC1 (stereo unspecified)	2	-5	-1.1	-2	-1.9	0	/	/	3
NC(Cc1c[nH]c2ccccc12)C(=O)NCc1ccco1 (stereo unspecified)	-3	-6	/	2	-1.5	8	0.7	-1	3
O=C1CCC([N+](=O)[O-])C(c2ccc(F)c(Br)c2)N1 (stereo unspecified)	6	-21	-2.8	3	-0.2	-19	-0.7	9	0
CCOc1ccc(/C=C\C(C)=N\O)cc1	8	2	-0.2	0	1.2	10	2.6	3	-7
CCCCNC(=O)C1CCN(C/C(C)=C/c2ccccc2)CC1	0	17	-1.0	2	-0.2	9	0.4	-2	-13
COc1cccc(NC(=O)CCSc2ccc(C)cc2)c1	6	-4	0.0	1	-2.5	2	-1.1	-9	6
COc1ccc(NC(=O)c2cccc(S(=O)(=O)N3CCCCCC3)c2)cc1	-3	-6	-0.1	0	-2.4	0	-1.8	4	2
Cc1cc(-c2ccc(C)c(S(=O)(=O)NCCCN3CCN(c4ccccc4)CC3)c2)on1	7	-9	0.6	6	-0.8	-4	-0.1	0	2
COc1ccc(Cl)cc1NC(=O)CNC(c1ccccc1)c1ccccc1	2	-4	-1.6	3	-1.7	4	-0.7	-12	4
C=CCNC(=O)c1scc2c1CCCC2	-4	21	-1.1	-15	-2.6	-4	-1.1	1	-2
CCn1c(=O)n(CC(=O)Nc2ccc(F)cc2)c(=O)c2ccccc21	4	-7	-1.1	1	0.2	7	0.0	-3	-3
CCN(CC)Cc1c(O)ccc2c(=O)c(-c3ccccc3)coc12	21	16	-2.0	69*	0.5	-22	0.5	-2	13
COc1ccc(CNC(=O)CN2C(=O)NC(c3ccccc3)(c3ccccc3)C2=O)cc1	14	0	-0.2	5	-0.7	2	-5.8	0	2
COc1ccccc1Oc1ccc(-c2cnc3ccccc3n2)cc1[N+](=O)[O-]	11	-1	-0.6	1	0.1	-2	1.9	-13	1
CN(c1ccccc1)S(=O)(=O)c1cccc(C(=O)OCC(=O)NCc2ccc3c(c2)OCO3)c1	6	-6	/	-4	-2.2	-5	0.3	-7	8
COc1ccc(N2CCN(C(c3nnnn3C3CCCC3)C(C)C)CC2)cc1 (stereo unspecified)	9	-9	/	-3	-4.1	-10	0.6	-6	-1
COc1cccc(C2=NOC(C(=O)Nc3cc(C)on3)C2)c1 (stereo unspecified)	8	2	0.7	4	0.4	0	2.3	11	8
COc1ccc(-c2ccc3c(c2)S(=O)(=O)c2cccc(C(=O)NCc4ccccc4Cl)c2C3=O)cc1OC	11	10	-1.1	1	2.3	-7	-3.6	-6	-8
C[N+]1(CCC(=O)c2ccccc2)CCCCC1	-8	0	/	-4	-5.5	1	0.3	-4	-3
CC(C)CC(c1nnnn1Cc1ccccc1)N1CCC(C(N)=O)CC1 (stereo unspecified)	5	-16	1.5	-3	-2.0	2	-3.7	0	4
COc1ccc(C(=O)NC(C)c2nnc(SCc3ccc(Cl)c(Cl)c3)n2C)cc1 (stereo unspecified)	10	-8	-0.9	0	-1.5	3	-0.8	-1	-5
Cc1ccc(CNC(=O)C2(C)Oc3ccccc3NC2=O)cc1 (stereo unspecified)	8	13	0.6	-9	-2.7	8	4.5	2	-1

Quoted at random: two compounds from above
SMILES	GDH-TPI inh	BoNT-F LC inh	Mtb BioA inh	FBA Mtb inh	FadD28 FP inh	MazEF act	UGM FP inh	Rv3671c protease	PrPC surface inh
Cn1c2ccccc2c2n[nH]c(=S)nc21	-1	?	0.0	-2	-1.9	14	1.1	7	-18
CCS(=O)(=O)c1ccc(Sc2nncn2C)c([N+](=O)[O-])c1	2	-2	/	16	-3.5	10	1.3	2	-16
